M1 ag: human M1 muscarinic receptor agonists, primary screen, Fluo-8 calcium fluorescence, CHO-K1 cells, HTS; AID 588814, 2011; 360,000 tested, 0.33% active; activation, % at 3 µM; CHO-K1 hM1, agonist mode; 0% DMSO, 100% acetylcholine EC100; Muscarinic acetylcholine receptor M1 (Homo sapiens), P11229;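 active = activation above the run's mean compound activation plus 3 SD, cut at about 16% in these data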;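 note: peak over basal fluorescence ratio within a 140 s kinetic read after compound addition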
Target sequence (P11229 whole entry, looked up): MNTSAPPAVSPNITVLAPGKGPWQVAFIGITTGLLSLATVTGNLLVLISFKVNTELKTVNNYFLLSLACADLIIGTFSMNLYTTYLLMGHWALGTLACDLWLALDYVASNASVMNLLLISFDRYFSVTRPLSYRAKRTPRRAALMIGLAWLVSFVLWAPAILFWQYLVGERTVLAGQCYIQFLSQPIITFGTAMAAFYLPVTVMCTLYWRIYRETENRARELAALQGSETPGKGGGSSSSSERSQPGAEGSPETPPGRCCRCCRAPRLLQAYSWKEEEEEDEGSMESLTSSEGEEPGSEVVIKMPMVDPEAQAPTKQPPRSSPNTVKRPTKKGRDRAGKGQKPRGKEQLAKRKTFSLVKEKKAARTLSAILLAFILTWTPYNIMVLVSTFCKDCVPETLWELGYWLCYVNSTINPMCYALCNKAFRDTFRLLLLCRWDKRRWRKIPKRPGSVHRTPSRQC
CHO-K1 Ca antag: M1 antagonist counterscreen hit in parental CHO-K1 cells. AID 602250. ATP-induced calcium, Fluo-8 fluorescence. 360,000 tested, 0.6% active. inhibition, % at 3 µM;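 active = inhibition above a per-plate cutoff, the plate's mean sample inhibition plus 3 SD, cut at about 24% in these data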;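 note: 0% = DMSO plus EC80 ATP and 100% = DMSO alone without ATP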
M1 PAM parental: nonselective calcium activators in parental CHO-K1 cells, primary screen, counter-screen for M1 PAM project, cell-based, Fluo-8 calcium fluorescence, full deck, 1536-well. ATP EC20; 0% at ATP EC20, 100% at ATP max. activation, % at 3 µM. 360,000 tested, 0.02% active. AID 602247, 2012;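 active = activation above the run cutoff, the mean activation of all test compounds plus 3 SD, cut at about 40% in these data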;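 note: peak over basal fluorescence ratio in a 140 s read after ATP addition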
M1 ag parental: counter-screen for M1 agonists: effect in parental CHO-K1 cells; Fluo-8 calcium fluorescence; scaled to maximal ATP response, vehicle zero; activation, % at 3 µM; 360,000 tested, 0.48% active; in the data active = activation above about 15%;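 note: untransfected CHO-K1 host cells lacking M1 receptor as counterscreen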
CHO parental Ca: ATP-evoked calcium signal inhibitors, parental CHO, primary screen, counter-screen for OX1R antagonist project, cell-based, fluorescence, Fluo-8 calcium dye; 330,000 tested, 0.63% active; parental CHO-K1, ATP-induced calcium, Fluo-8 fluorescence; AID 463079, 2010; inhibition, % at 5.6 µM;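 active = inhibition above that plate's mean sample inhibition plus 3 SD, cut at about 26% in these data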;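 note: 0% = ATP-challenged DMSO wells and 100% = DMSO wells without ATP; some compounds past the cut are filed as inactive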
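Test system: parental CHO cells; detection: calcium-sensitive Fluo-8 fluorescence; evaluation: percent inhibition of calcium signal; also added: ATP as calcium-mobilizing challenge; repeats: one well per compound; control set: ATP-challenged DMSO wells low, unchallenged DMSO wells high; compound: single nominal dose of 5.6 µM per compound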
TAAR1 ag: human TAAR1 agonists, primary screen, Fluo-8 calcium fluorescence, CHO RD-HGA16 cells; vehicle wells 0%, saturating PEA agonist 100%; 360,000 tested, 0.99% active; activation, % at 3 µM;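 active = activation above the mean activation of all test compounds in the run plus 3 SD, cut at about 38% in these data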
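System: CHO-derived RD-HGA16 cells with stable Gα16 and human TAAR1 / Times: 17-24 h plating, Fluo-8 75 min 37 °C, 30 min RT / Technique: calcium-sensitive Fluo-8 signal, excitation 470-495, emission 515-575 nm / Measure: % activation relative to PEA EC100 response / Benchmarks: DMSO and PEA EC100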
V1R ag counter: agonists of human V1a receptor, primary screen, counter-screen for OXTR agonist project, fluorescence, CHO-V1R cells | Vasopressin V1a receptor (Homo sapiens), P37288 | Fluo-8 calcium fluorescence, agonist mode; 0% DMSO, 100% 3 nM vasopressin | activation, % at 3 µM | 320,000 tested, 0.25% active | AID 2797, 2010;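 active = activation above the mean activation of all tested compounds plus 3 SD, per screening run, cut at about 20% in these data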;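 note: signal is peak over basal fluorescence ratio across a 100 second FLIPR read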
Target sequence (P37288 whole entry, looked up): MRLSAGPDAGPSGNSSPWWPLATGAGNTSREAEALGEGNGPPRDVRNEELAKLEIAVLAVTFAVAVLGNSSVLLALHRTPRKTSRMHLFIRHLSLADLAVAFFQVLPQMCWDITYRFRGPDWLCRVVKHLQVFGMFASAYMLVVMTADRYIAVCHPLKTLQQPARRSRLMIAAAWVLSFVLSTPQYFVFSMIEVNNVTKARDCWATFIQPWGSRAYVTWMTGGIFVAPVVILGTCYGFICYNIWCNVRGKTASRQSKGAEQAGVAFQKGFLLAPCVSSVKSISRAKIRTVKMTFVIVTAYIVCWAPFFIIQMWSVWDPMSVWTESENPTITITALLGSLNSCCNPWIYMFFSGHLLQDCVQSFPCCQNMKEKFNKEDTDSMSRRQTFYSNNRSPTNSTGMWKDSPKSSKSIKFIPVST
OXTR potentiate: human OXTR potentiators, primary screen, fluorescence, CHO-OTR cells, Fluo-8 calcium; 320,000 tested, 0.061% active; Fluo-8 calcium fluorescence, potentiator mode; 0% = oxytocin EC15, 100% = EC100; AID 2445, 2010; activation, % at 3 µM;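 active = activation above that plate's cutoff, the mean activation of tested compounds plus 3 SD, cut at about 6.6% in these data, passing the limit was not always enough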;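 note: 100% uses oxytocin at 75 nM as the full agonist control; some results filed as inactive read as strong as hits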
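Replication – single well per compound, singlicate · Assay system – CHO cell line stably expressing human OTR · Timing – 6 min pre-incubation, 100 s read · Measure – normalized max/min fluorescence ratio, % activation · Doses – 3.0 µM, one dose · Detection – Fluo-8 calcium dye fluorescence · Probe or stimulus – oxytocin near EC15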
TAAR1 antag: human TAAR1 antagonists, primary screen, Fluo-8 calcium fluorescence, CHO RD-HGA16 cells | Trace amine-associated receptor 1 (Homo sapiens), Q96RJ0 | antagonist | inhibition, % at 3 µM | 360,000 tested, 1.5% active | AID 624466, 2012;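 active = inhibition above a per-plate cutoff, the mean inhibition of test compounds on that plate plus 3 SD, cut at about 49% in these data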;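 note: 0% = DMSO plus EC80 beta-PEA response and 100% = DMSO alone without agonist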
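Assay system: CHO-derived RD-HGA16 cells stably expressing human TAAR1 plus Gα16. Timing: 140 s kinetic read after compound, 140 s after agonist. Technique: kinetic Fluo-8 calcium fluorescence measurement. Measure: % inhibition of agonist calcium response.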
The depositor's hits bear a star; / = not tested or not shown.

SMILES	M1 ag	CHO-K1 Ca antag	M1 PAM parental	M1 ag parental	CHO parental Ca	TAAR1 ag	V1R ag counter	OXTR potentiate	TAAR1 antag
Cc1cc(C)nc(NC(=S)NC(=O)c2ccccc2)n1	-4	-5	18	2.0	1	5	-1.0	-5	-11
Cc1ccccc1C(O)c1ccncc1 (configuration not stated)	-4	-7	20	1.2	-12	4	0.4	3	-14
COC(C(=O)N/N=C(\C)c1ccc(C(C)(C)C)cc1)c1ccccc1 (configuration not stated)	-1	7	-15	0.5	/	1	/	/	-15
CCN(CC)C(=O)Cn1cc(/C=C(\C#N)C(=O)NC2CC2)c2ccccc21	0	-8	11	0.7	-13	6	-0.1	-2	-15
COc1ccc(Cc2noc(CN3CCCC(C(=O)c4cccs4)C3)n2)cc1OC (configuration not stated)	-1	-2	16	3.2	-11	8	5.1	-7	0
O=C(O)CC(C(=O)O)N1C(=O)/C(=C/C=C/c2ccco2)SC1=S (configuration not stated)	0	-18	26	1.2	-3	-1	1.6	-4	-1
Cc1cc(-c2ccccc2)c2ccc(NC(=O)C(C)(C)C)nc2n1	-9	-6	11	1.4	-10	0	-1.8	-11	-6
Nc1nc(O)c(Sc2ccccc2[N+](=O)[O-])c(=O)[nH]1	-4	1	-7	0.4	-5	4	1.0	-4	-19
COC(=O)NC(C)N1C(=O)C2C3C=CC(C3)C2C1=O (configuration not stated)	1	-16	23	0.9	-2	10	0.0	-4	0
Cc1ccc(S(=O)(=O)Nc2ccc(S(=O)(=O)NCC3CCCO3)cc2)cc1 (configuration not stated)	0	-16	-19	4.0	13	15	3.2	-14	-8
CCOC(=O)C(=NO)C1=CSC2=NNC(C)(C)N12	1	-7	21	0.7	/	5	/	/	-20
CC(=O)Cc1nsc(NC(=O)c2ccc(-c3cc(C(F)(F)F)ccc3Cl)o2)n1	-3	-7	2	0.4	-2	1	-0.1	-9	-13
C=CCNC(=O)C1CC(=O)N(c2ccc(OCC(=O)NCc3ccccc3)cc2)C1 (configuration not stated)	-2	14	-8	1.4	5	0	0.0	-15	12
Cc1cccc(N2C(=O)C3C4C=CC(CC4)C3C2=O)c1 (configuration not stated)	-3	10	-22	-0.5	-6	4	0.1	-2	-5
COc1ccc(CC(=O)NCc2n[nH]c(=S)n2-c2ccccc2OC)cc1	-3	-10	1	-0.3	10	-1	0.4	1	33
O=C(/C=C/c1ccc([N+](=O)[O-])cc1)N1CCN(S(=O)(=O)c2cccs2)CC1	-4	-10	17	1.0	-1	0	-0.4	-9	-10
CCCOc1ccc(-c2nnc(-c3cccs3)o2)cc1	-3	-3	-4	-0.1	5	5	1.4	-6	-25
CCOc1ccc(N2CC(C(=O)Nc3ccncc3)CC2=O)cc1 (configuration not stated)	-5	0	0	-0.3	-4	-3	-0.3	-9	14
CC(=O)Nc1ccc2nc(NC(=O)c3cccnc3)sc2c1	2	7	-16	0.6	-1	0	-0.1	-9	-5
O=C(c1ccc(Oc2ccccc2)cc1)c1nc2c(n1O)CCCC2	-5	-8	1	1.6	-5	11	0.9	-5	-15
Nc1nc2c(ncn2[C@@H]2O[C@H](CNC(=O)[C@H](N)C3CCCCC3)[C@@H](O)[C@H]2O)c(=O)[nH]1	-1	-12	3	0.8	/	-1	/	/	11
Cc1cc(=O)[nH]c(SCC(=O)NC2CCCCCC2)n1	-4	-6	5	0.2	-11	2	0.7	9	5
O=C(CSc1nc2ccc(N3CCOCC3)cc2c(=O)n1CCc1ccccc1)NCC1CCCO1 (configuration not stated)	2	-2	-13	3.0	-4	11	-0.6	-3	52*
O=C(CNC(=O)c1ccc(Cl)cc1Cl)NCCCn1ccnc1	-4	0	-3	-0.4	-13	2	-0.2	-1	13
CN(C(=O)c1ccc(OC2CCN(C(=O)c3cccnc3)CC2)cc1)C1CCCCC1	0	-14	23	2.7	-8	2	1.0	-8	-17

TAAR1 antag, entries above that show a hit.
Molecule | TAAR1 ag | TAAR1 antag
O=C(CSc1nc2ccc(N3CCOCC3)cc2c(=O)n1CCc1ccccc1)NCC1CCCO1 (configuration not stated) | 11 | 52*

Whole records, quoted from the list.
Profile of Cc1ccccc1C(O)c1ccncc1 (configuration not stated) = M1 ag: -4; CHO-K1 Ca antag: -7; M1 PAM parental: 20; M1 ag parental: 1.2; CHO parental Ca: -12; TAAR1 ag: 4; V1R ag counter: 0.4; OXTR potentiate: 3; TAAR1 antag: -14
Profile of COC(C(=O)N/N=C(\C)c1ccc(C(C)(C)C)cc1)c1ccccc1 (configuration not stated) = M1 ag: -1; CHO-K1 Ca antag: 7; M1 PAM parental: -15; M1 ag parental: 0.5; CHO parental Ca: /; TAAR1 ag: 1; V1R ag counter: /; OXTR potentiate: /; TAAR1 antag: -15

Next records follow:
SMILES	M1 ag	CHO-K1 Ca antag	M1 PAM parental	M1 ag parental	CHO parental Ca	TAAR1 ag	V1R ag counter	OXTR potentiate	TAAR1 antag
CC(C)Cc1nccs1	-1	-6	13	1.0	6	2	0.4	-1	-3
O=C(NCc1ccncc1)c1ccc(Br)cc1	-5	-2	22	0.5	-2	2	-0.4	-12	6
COc1ccc(NC(=O)C(C)NS(=O)(=O)c2ccc(NC(C)=O)cc2)cc1Cl (configuration not stated)	-7	-6	14	0.7	-12	15	-0.3	2	-1
COc1ccc(OCC(=O)NNC(=O)c2cccc(O)c2)cc1	-4	-11	23	-0.3	6	8	0.9	-9	1
CCOC(=O)C1=CN(Cc2cccc(F)c2)S(=O)(=O)N(CC)C1c1cccc(OC)c1 (configuration not stated)	-5	4	3	4.0	-24	3	/	/	23
CC(C(=O)N1CCOCC1)N1C(=O)C2C3CC(C(Br)C3Br)C2C1=O (configuration not stated)	-5	-15	12	0.4	-5	0	-0.4	-3	11
CCOC(=O)c1c(C)n(CC(COC(C)=O)OC(C)=O)c2ccc(OC(C)=O)cc12 (configuration not stated)	-2	7	0	-0.1	-5	9	-0.1	1	-9
CC(=O)Nc1cccc(C(=O)NC2CCCc3c2cnn3-c2ccc(C(C)(C)C)cc2)c1 (configuration not stated)	-3	-12	2	3.5	0	-1	3.3	-9	-7
COc1ccc(Cl)cc1NC(=S)NCc1cccs1	-4	-8	15	0.5	-8	0	0.2	-2	2
Cc1ccc(-n2c(=S)sc3c(=O)n(-c4ccccc4C)c(SCC(=O)O)nc32)cc1C	0	-8	1	0.8	-9	-2	0.4	-12	-27
O=C(CSc1nnc(-c2ccncc2)n1Cc1ccco1)Nc1ccccc1Cl	-1	-15	5	0.3	-13	7	0.8	-9	-9
O=C(NC1CCSC1=O)c1ccc(Oc2ccc(F)cc2)nc1 (configuration not stated)	-5	-9	13	0.1	0	1	0.9	-9	15
Cc1ccc(-c2csc(/C(C#N)=C/Nc3ccccc3SC(F)(F)F)n2)cc1	-3	-12	17	0.6	0	1	0.3	-3	-4
COc1ccc(-c2c(C)oc3cc(O)cc(O)c3c2=O)cc1OC	3	-11	24	3.3	-1	6	5.8	-7	-19
CC(C)C(NC(=O)c1ccccc1)C(=O)NC1CCCc2ccccc21 (configuration not stated)	-1	-14	-3	0.6	-18	0	0.2	-6	-10
COc1ccccc1C(=O)NCC(=O)N=Nc1c(O)n(C(C)C)c2ccccc12	-4	-7	-10	3.8	-24	2	2.4	-6	17
COc1ccc(CNC(=O)C[C@H]2C[C@H](C(=O)N3CCOCC3)[C@@]3(CCC4CCCC4)c4[nH]c5cc(CCC(=O)N(C)C)ccc5c4CCN3C2=O)cc1OC	-9	-9	22	1.6	-20	3	/	/	-8
COc1ccc(S(=O)(=O)NCCCN2CCOCC2)c2ccccc12	-4	8	-11	-0.1	-17	6	-0.5	-5	-19
O=S(=O)(c1ccccc1F)N1CCN(Cc2nc3ccccc3[nH]2)CC1	-5	-1	11	1.4	-7	3	-0.1	2	9
CC(=O)N(C(C)=O)c1nc(-c2ccccc2)cn1/N=C/c1cccc([N+](=O)[O-])c1	-4	19	-21	0.0	-13	0	-0.8	3	-15
CC1CC(=O)Nc2ccccc2N1S(=O)(=O)c1ccc(F)cc1F (configuration not stated)	0	-9	14	0.0	-16	0	1.9	-3	-4
COc1ccc(S(=O)(=O)NCCC(=O)NCc2ccccc2)cc1	-5	-9	23	0.1	-8	3	0.4	-4	-2
COCCNc1nc(SCC(=O)N2CCN(c3ccccc3OC)CC2)nc2ccccc12	-6	-11	14	2.9	-19	9	-1.1	-2	20
O=S(=O)(Cc1ccccc1)NCc1cccnc1	2	-13	7	0.0	4	3	-0.4	-1	-6
CC(C)c1ccc(NC2CCCN(C(=O)c3cccs3)C2)cc1 (configuration not stated)	-3	-17	3	1.2	-16	3	1.9	-6	-20
(next part)
SMILES	M1 ag	CHO-K1 Ca antag	M1 PAM parental	M1 ag parental	CHO parental Ca	TAAR1 ag	V1R ag counter	OXTR potentiate	TAAR1 antag
Cc1nn(Cc2ccccc2Cl)c(C)c1NC(=O)c1noc(C(C)C)c1[N+](=O)[O-]	3	12	-25	0.5	-8	0	2.8	-12	-2
CCC1SC2=NC(C)=C(C(=O)OCCOC)C(c3ccc(C(=O)OC)cc3)N2C1=O (configuration not stated)	-4	1	8	0.5	-17	15	4.9	-15	-2
COc1ccccc1-c1cc(C(=O)NC(C)c2ccccc2)no1 (configuration not stated)	-9	-29	6	-0.8	-27	-1	0.3	-7	3
CC(C)(C)NC(=O)Nc1ccc2nccnc2c1	-2	12	0	0.0	-23	10	0.1	-11	16
COc1ccc(NC(=O)c2sc(=O)n(Cc3cccc(C(F)(F)F)c3)c2C)cc1OC	1	-3	11	1.3	/	3	/	/	-1
COc1ccc(-c2[nH]ncc2CN2CCCN(C(=O)c3ccco3)CC2)cc1F	-6	14	-18	0.0	-1	0	0.1	-3	-12
COc1cccc(CC(=O)Nc2cc(S(=O)(=O)N3CCOCC3)ccc2OC)c1	-2	-3	10	1.8	/	1	/	/	5
CCN(C(=O)CN1C=NS(=O)(=O)c2ccccc21)c1ccccc1	-6	-2	3	0.1	-3	1	1.3	-11	3
CCCc1cc(=O)[nH]c2nnc(SCC(=O)Nc3ccc4c(c3)OCCO4)n12	-2	-13	9	0.3	-12	0	0.4	2	-19
CCn1c(=O)c(=O)[nH]c2cc(C(=O)NC3CCCC3)ccc21	-7	6	10	0.0	5	5	0.2	-5	-1

Compound activity (PubChem BioAssay)
